From PubChem
VLA-4 inh = inhibition in a human VLA-4 binding assay | VLA-4 expressing cells, ligand binding flow cytometry | actives 0.2% (n = 330,000) | inhibition, % (about 7 µM as worked out from the volumes in the protocol) | P13612; in the data active = inhibition above about 50%
Target sequence (P13612 whole entry, looked up): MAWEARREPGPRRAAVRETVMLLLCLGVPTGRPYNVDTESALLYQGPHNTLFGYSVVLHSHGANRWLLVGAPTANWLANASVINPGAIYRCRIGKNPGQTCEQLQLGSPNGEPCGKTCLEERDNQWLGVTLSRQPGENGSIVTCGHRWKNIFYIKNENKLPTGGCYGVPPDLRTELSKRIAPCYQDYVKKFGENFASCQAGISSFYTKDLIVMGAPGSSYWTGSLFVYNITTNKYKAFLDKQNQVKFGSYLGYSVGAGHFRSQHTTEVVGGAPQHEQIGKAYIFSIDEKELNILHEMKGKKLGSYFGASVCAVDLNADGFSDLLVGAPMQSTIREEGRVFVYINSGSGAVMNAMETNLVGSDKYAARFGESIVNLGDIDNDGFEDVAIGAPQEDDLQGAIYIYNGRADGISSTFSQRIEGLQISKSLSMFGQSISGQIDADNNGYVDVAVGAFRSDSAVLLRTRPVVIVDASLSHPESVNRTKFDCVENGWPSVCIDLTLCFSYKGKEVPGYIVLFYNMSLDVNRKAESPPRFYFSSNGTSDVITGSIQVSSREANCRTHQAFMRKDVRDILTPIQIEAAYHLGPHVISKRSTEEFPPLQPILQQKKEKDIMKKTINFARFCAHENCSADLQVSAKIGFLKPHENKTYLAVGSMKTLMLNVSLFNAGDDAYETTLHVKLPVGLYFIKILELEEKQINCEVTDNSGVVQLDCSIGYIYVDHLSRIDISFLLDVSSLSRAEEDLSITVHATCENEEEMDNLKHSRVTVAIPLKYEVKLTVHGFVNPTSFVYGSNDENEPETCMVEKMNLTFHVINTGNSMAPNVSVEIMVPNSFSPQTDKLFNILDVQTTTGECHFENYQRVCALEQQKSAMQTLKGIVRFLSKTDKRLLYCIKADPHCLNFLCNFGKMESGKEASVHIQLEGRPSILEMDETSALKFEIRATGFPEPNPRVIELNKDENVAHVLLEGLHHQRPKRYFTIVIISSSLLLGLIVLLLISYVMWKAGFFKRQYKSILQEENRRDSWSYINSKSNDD
JMJD2C inh = human JMJD2C demethylase inhibition; Q9H3R0; GST-JMJD2C(1-420) H3K9me3 demethylation, DELFIA europium; inhibition, % at 2.35 µM; actives 0.069% (n = 330,000);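 active = more than half of a compound's replicate wells show inhibition beyond 50%, single wells judged on their own value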;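 note: signal counts dimethyl H3K9 product captured on neutravidin plate; 0% = median of DMSO wells and 100% = 0.3 times that DMSO median; strong numbers were not always called active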
RPL19A TOR yeast = alters RPL19A-GFP fluorescence in TOR pathway yeast screen; percent response vs DMSO, % at 10 µM; actives 0.3% (n = 330,000); AID 2025; S. cerevisiae RPL19A-GFP strain, flow cytometry, 3 h; hits give low values;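 active = percent response vs DMSO below 50%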;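 note: median channel GFP fluorescence of the barcoded RPL19A-GFP strain; ratio of sample median GFP to plate DMSO average so 100% = DMSO; lower means less RPL19A-GFP as with rapamycin TOR inhibition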
GRK2 aptamer HTS = inhibitors of human GRK2 displacing RNA aptamer; actives 0.59% (n = 330,000); bead flow cytometry, FAM-aptamer displacement from GRK2; inhibition of aptamer binding, % at 10 µM; AID 488847; P25098;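 active = inhibition of aptamer binding above 40%, roughly 3 SD of noise, on plates passing a quality check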;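 note: median bead fluorescence of bound FAM aptamer so fluorescent compounds give negative values; no value below 0 was filed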
CIT2-GFP yeast = yeast TOR pathway CIT2-GFP modulation | actives 0.065% (n = 320,000) | GFP response vs DMSO, % at 10 µM | S. cerevisiae CIT2-GFP strain, flow cytometry, 3 h; 100 means same as DMSO wells;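 active = GFP response relative to DMSO above a set limit, near the screen mean plus 3 SD, cut at about 150% in these data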;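 note: ratio of well median GFP fluorescence to mean of DMSO wells on the plate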
LAP4-GFP MLPCN = modulators of TOR pathway LAP4-GFP in S. cerevisiae. S. cerevisiae LAP4-GFP multiplex, flow cytometry GFP, 3 h; median GFP as percent of DMSO wells. GFP response vs DMSO, % at 10 µM. actives 0.34% (n = 320,000). AID 2023;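 active = GFP response vs DMSO above a set limit, about the screen mean plus 3 SD, cut at about 150% in these data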
MEP2 TOR yeast = alters MEP2-GFP fluorescence in TOR pathway yeast screen; S. cerevisiae MEP2-GFP strain, flow cytometry GFP, 3 h; 100% = DMSO control level; GFP response vs DMSO, % at 10 µM; actives 0.51% (n = 330,000);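 active = GFP response versus DMSO above a set limit, roughly screen mean plus 3 SD, cut at about 180% in these data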;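 note: median GFP fluorescence of the barcode-gated MEP2-GFP cells per well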
AGP1 TOR yeast = modulators of TOR pathway AGP1-GFP in S. cerevisiae; GFP response vs DMSO, % at 10 µM; AID 2066; actives 0.02% (n = 320,000); S. cerevisiae AGP1-GFP multiplex flow cytometry, 3 h; GFP as percent of DMSO wells;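 active = GFP response relative to DMSO above a set limit, near screen average plus 3 SD, cut at about 150% in these data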;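 note: median GFP channel fluorescence of the gated AGP1 strain per well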
An asterisk follows results filed as active; . = no result given.

SMILES | VLA-4 inh | JMJD2C inh | RPL19A TOR yeast | GRK2 aptamer HTS | CIT2-GFP yeast | LAP4-GFP MLPCN | MEP2 TOR yeast | AGP1 TOR yeast
CCOC(=O)N1CCC2(CC1)NCCc1c2[nH]c2ccccc12 | 16 | -21 | 96 | 0 | 117 | 102 | 92 | 115
O=C(Nc1nc2ccc([N+](=O)[O-])cc2s1)c1c(F)cccc1F | 0 | 4 | 97 | 0 | 100 | 98 | 95 | 100
CCCCCC(=O)Nc1cccc(C2=NOC3(C2)C[C@@H](C(N)=O)N(C(=O)c2cc([N+](=O)[O-])cc([N+](=O)[O-])c2C)C3)c1 (stereo partly specified) | 30 | -6 | 89 | 7 | 64 | 119 | 89 | 72
COc1ccc(C(C)(C)C)cc1NC(=O)CCN1C(=O)C2CCCCC2C1=O (stereo unspecified) | 40 | 17 | 100 | 0 | 103 | 107 | 104 | 112
COc1cccc(/C=C/C(=O)NNC(=O)c2ccncc2)c1OC | 1 | -3 | 92 | 2 | 82 | 86 | 95 | 93
CCOc1ccccc1NC1=C(Cl)C(=O)N(c2ccc(OC)cc2)C1=O | 17 | 2 | 100 | 0 | 97 | 103 | 99 | 94
CCN(Cc1ccccc1)C(=O)C1CCN(CC2CC=CCC2)CC1 (stereo unspecified) | 12 | 2 | 96 | 0 | 96 | 96 | 99 | 100
CCOc1ccc(OCC(O)CNC2CCN(Cc3ccccc3)CC2)cc1 (stereo unspecified) | 0 | 15 | 115 | 0 | 116 | 86 | 90 | 107
CC1CCN(c2c(NCC3CCC(C(=O)NCCc4ccc(Cl)cc4)CC3)c(=O)c2=O)CC1 (stereo unspecified) | -1 | 0 | 103 | 2 | 98 | 111 | 102 | 106
O=C(Nc1ccc2nccnc2c1)c1ccco1 | 0 | 1 | 94 | 2 | 97 | 92 | 94 | 94
Nc1ccc(-c2cc3ccccc3c(=O)o2)cc1 | -2 | 1 | 100 | 2 | 98 | 100 | 95 | 90
CC(=O)Nc1ccc(S(=O)(=O)n2cnc(C)c2)cc1 | 2 | -3 | 91 | 4 | 95 | 93 | 93 | 94
Cc1ccc(-n2c(SCC(N)=O)nnc2-c2cnccn2)cc1 | -1 | 2 | 96 | 2 | 94 | 105 | 100 | 99
COCc1cc(C)nc2sc(C(=O)OC)c(N)c12 | 28 | -2 | 105 | 0 | 99 | 105 | 116 | 99
CCC(C(=O)NCc1ccc(F)cc1)n1nc(C)n2c(cc3occc32)c1=O (stereo unspecified) | 1 | 7 | 106 | 0 | 107 | 109 | 107 | 109
CCOC(=O)CSc1nc(C)cc(C)c1C(N)=O | 8 | -8 | 98 | 2 | 96 | 100 | 98 | 97
CCC(=O)Nc1cc(-c2nn(CC(=O)N3CCCCC3)c(=O)c3ccccc23)ccc1N1CCOCC1 | 4 | 0 | 103 | 4 | 112 | 93 | 110 | 108
CCn1c(CSc2nc3ccccc3s2)nnc1SCC(N)=O | 2 | 0 | . | 0 | 96 | 93 | 101 | 90
O=C(Nc1cc(NC(=O)c2ccccc2F)ccc1Cl)c1ccccc1 | 20 | 6 | 89 | 0 | 92 | 103 | 92 | 93
CC12CCC(C(=O)Nc3ccncc3)(CC1O)C2(C)C (stereo unspecified) | -1 | 4 | 101 | 0 | 97 | 112 | 99 | 109

A second format for part of the listing above.
| smiles | VLA-4 inh | JMJD2C inh | RPL19A TOR yeast | GRK2 aptamer HTS | CIT2-GFP yeast | LAP4-GFP MLPCN | MEP2 TOR yeast | AGP1 TOR yeast |
| --- | --- | --- | --- | --- | --- | --- | --- | --- |
| COc1cccc(/C=C/C(=O)NNC(=O)c2ccncc2)c1OC | 1 | -3 | 92 | 2 | 82 | 86 | 95 | 93 |
| CCOc1ccccc1NC1=C(Cl)C(=O)N(c2ccc(OC)cc2)C1=O | 17 | 2 | 100 | 0 | 97 | 103 | 99 | 94 |
| CCN(Cc1ccccc1)C(=O)C1CCN(CC2CC=CCC2)CC1 (stereo unspecified) | 12 | 2 | 96 | 0 | 96 | 96 | 99 | 100 |
| CCOc1ccc(OCC(O)CNC2CCN(Cc3ccccc3)CC2)cc1 (stereo unspecified) | 0 | 15 | 115 | 0 | 116 | 86 | 90 | 107 |
| CC1CCN(c2c(NCC3CCC(C(=O)NCCc4ccc(Cl)cc4)CC3)c(=O)c2=O)CC1 (stereo unspecified) | -1 | 0 | 103 | 2 | 98 | 111 | 102 | 106 |
| O=C(Nc1ccc2nccnc2c1)c1ccco1 | 0 | 1 | 94 | 2 | 97 | 92 | 94 | 94 |
| Nc1ccc(-c2cc3ccccc3c(=O)o2)cc1 | -2 | 1 | 100 | 2 | 98 | 100 | 95 | 90 |
| CC(=O)Nc1ccc(S(=O)(=O)n2cnc(C)c2)cc1 | 2 | -3 | 91 | 4 | 95 | 93 | 93 | 94 |
| Cc1ccc(-n2c(SCC(N)=O)nnc2-c2cnccn2)cc1 | -1 | 2 | 96 | 2 | 94 | 105 | 100 | 99 |
| COCc1cc(C)nc2sc(C(=O)OC)c(N)c12 | 28 | -2 | 105 | 0 | 99 | 105 | 116 | 99 |
| CCC(C(=O)NCc1ccc(F)cc1)n1nc(C)n2c(cc3occc32)c1=O (stereo unspecified) | 1 | 7 | 106 | 0 | 107 | 109 | 107 | 109 |
| CCOC(=O)CSc1nc(C)cc(C)c1C(N)=O | 8 | -8 | 98 | 2 | 96 | 100 | 98 | 97 |
| CCC(=O)Nc1cc(-c2nn(CC(=O)N3CCCCC3)c(=O)c3ccccc23)ccc1N1CCOCC1 | 4 | 0 | 103 | 4 | 112 | 93 | 110 | 108 |
| CCn1c(CSc2nc3ccccc3s2)nnc1SCC(N)=O | 2 | 0 | . | 0 | 96 | 93 | 101 | 90 |
| O=C(Nc1cc(NC(=O)c2ccccc2F)ccc1Cl)c1ccccc1 | 20 | 6 | 89 | 0 | 92 | 103 | 92 | 93 |
| CC12CCC(C(=O)Nc3ccncc3)(CC1O)C2(C)C (stereo unspecified) | -1 | 4 | 101 | 0 | 97 | 112 | 99 | 109 |

(list continues)
SMILES | VLA-4 inh | JMJD2C inh | RPL19A TOR yeast | GRK2 aptamer HTS | CIT2-GFP yeast | LAP4-GFP MLPCN | MEP2 TOR yeast | AGP1 TOR yeast
Cc1c(CC(=O)O)c(=O)oc2c(C)c(OCc3ccccc3)ccc12 | 1 | -1 | 104 | 4 | 94 | 101 | 110 | 92
Clc1cccc(-c2ccnc3nc(-n4cccc4)nn23)c1 | 12 | 14 | 102 | 1 | 110 | 88 | 102 | 90
CCOC(=O)c1cccc(NC(=O)CCc2c(C)nc3ncnn3c2C)c1 | -3 | 6 | 96 | 2 | 102 | 91 | 109 | 103
CN(C)CCSc1nc(O)c(-c2ccccc2)c(=O)n1-c1ccccc1 | -2 | -4 | 100 | . | 99 | 104 | 101 | 102
COc1ccc(N2C(=O)C3CCCN3C2c2cc(OC)c(OC)cc2OC)cc1 (stereo unspecified) | -1 | -5 | 104 | 0 | 99 | 102 | 107 | 102
Cc1c(Cl)c([N+](=O)[O-])nn1CC(=O)NCC(C)C | -5 | -13 | 91 | 0 | 101 | 102 | 98 | .
COc1ccc(N2CCC(CNC(=O)Nc3ccccc3)C2)cc1 (stereo unspecified) | 1 | -10 | 92 | 0 | 102 | 99 | 94 | 91
Oc1ccccc1/C=N/n1c2ccccc2c2ccccc21 | 3 | -7 | 100 | 0 | 97 | 101 | 98 | 104
CCN1C(=O)C(CC(=O)NC2CCCCC2)N(CC)C1=O (stereo unspecified) | 2 | 2 | 105 | 0 | 97 | 105 | 100 | 102
CCc1nnc(NC(=O)C2CCC2)s1 | 1 | -2 | 103 | 10 | 102 | 91 | 104 | 102
Cc1ccc(C2(C)NC(=O)N(CC(=O)Nc3ccc(S(=O)(=O)Nc4nccs4)cc3)C2=O)cc1 (stereo unspecified) | 0 | 16 | 99 | 1 | 95 | 107 | 100 | 105
O=C(CCC1CCCCC1)Nc1c[nH]c(=O)[nH]c1=O | 0 | 12 | 94 | 1 | 94 | 92 | 96 | 95
Fc1ccccc1NC(=S)N1CCOCC1 | -4 | 38 | 106 | 4 | 103 | 86 | 102 | 96
OCCC1CN(Cc2ccsc2)CCN1C1CCCC1 (stereo unspecified) | 11 | -2 | 92 | 0 | 95 | 131 | 103 | 110
CCc1nc2ccc(C(=O)Nc3ccc4c(c3)OCO4)cc2nc1CC | 6 | 7 | 101 | 2 | 100 | 125 | 127 | 108
O=C(CCCSc1ccc(Cl)cc1)Nc1cc(S(=O)(=O)N2CCOCC2)ccc1O | -18 | 21 | 101 | 1 | 101 | 115 | 93 | 105
CCC(NC(=O)c1cc(COc2cncc(Cl)c2)on1)c1ccc(C)cc1 (stereo unspecified) | 13 | 11 | 93 | 0 | 80 | 125 | 93 | 91
C=CCC(NCc1ccccc1)c1ccc(OC)cc1 (stereo unspecified) | 3 | 4 | 100 | 0 | 96 | 98 | 104 | 98
CC(C)(C)OCC1CO1 (stereo unspecified) | 9 | 7 | 103 | 3 | 92 | 109 | 98 | 104
Cc1cc(C(F)F)nn1CC(=O)NC1CCCC1 | -3 | -19 | 100 | 0 | 101 | 112 | 100 | 103
COC(=O)[C@H](NC(=O)c1cc(-c2ccccc2)nc2ccccc12)c1ccccc1 | 27 | 27 | 98 | 0 | 81 | 105 | 94 | 88
O=c1[nH][nH]c(-c2ccccc2)c1C=Nc1cccc(Cl)c1 | -6 | 12 | 101 | 0 | 93 | 98 | 105 | 93
Cc1nc2ccccc2c2oc(C(=O)N3CCC(N4CCCCC4)CC3)cc12 | 0 | . | 94 | 0 | 90 | 103 | 94 | 94
COc1ccc(OC)c(S(=O)(=O)NCC(c2ccc(F)cc2)N2CCN(C)CC2)c1 (stereo unspecified) | -5 | 52 | 92 | 2 | 82 | 99 | 96 | 103
Cc1ccc(C(=O)NCCNC(=O)c2cnccn2)cc1 | 14 | -15 | 95 | 1 | 107 | 106 | 97 | 104
COc1ccc(-c2csc(C3=C(O)CN(C(C)C)C3=N)n2)cc1OC | 10 | -4 | 89 | 0 | 91 | 93 | 103 | 92
Cc1cccc(N(C(=O)c2ccco2)C(C(=O)NC2CCCC2)c2cccnc2)c1C (stereo unspecified) | -10 | 1 | 103 | 2 | 105 | 101 | 107 | 102
CC(=O)N1c2ccc(S(=O)(=O)N(C)CC(=O)NC3CCCCC3C)cc2CC1C (stereo unspecified) | 12 | 0 | 108 | 0 | 116 | 95 | 118 | 104
CCOC(=O)c1c(NC(=O)C2CCCO2)sc(C)c1C (stereo unspecified) | -2 | 5 | 99 | 0 | 100 | 116 | 105 | 107
CCOC(=O)CC(NC(=O)Cn1nnc(-c2ccccc2F)n1)c1ccc(OC)cc1 (stereo unspecified) | -5 | 13 | 96 | 2 | 106 | 106 | 97 | 105
O=C(COC(=O)c1ccc(Br)o1)Nc1ccc2c(c1)OCCO2 | 10 | 3 | 100 | 0 | 96 | 99 | 103 | 99
CN(CC(=O)Nc1ccccc1Cl)C(=O)COC(=O)c1ccc(Cl)cc1[N+](=O)[O-] | -7 | 0 | 105 | 2 | 104 | 98 | 103 | 103
O=C(N/N=C1/CCS(=O)(=O)c2ccc(F)cc21)c1ccccn1 | 24 | 24 | 97 | 3 | 93 | 90 | 96 | 94
O=C(/C=C/c1ccco1)NCc1ccc(F)cc1 | 9 | -5 | 88 | 0 | 84 | 95 | 99 | 86
CCc1cccc(C)c1NS(=O)(=O)c1cccs1 | 9 | -28 | 103 | 0 | 100 | 95 | 103 | 102
Cc1ccc2cc3c(N)[nH]nc3nc2c1 | 6 | -1 | 100 | 5 | 100 | 86 | 96 | 94
Cc1cc(C)n(CCCO)c(=O)c1C#N | -16 | -2 | 95 | 0 | 101 | 85 | 95 | 96
